Source: PubChem
SRC3 TRFRET art = flags TR-FRET format artefacts in PPARgamma SRC-3 recruitment agonist screen; TR-FRET artefact counter-screen, PPARgamma/SRC-3 format; hits give high values; TR-FRET ratio at 8 µM; 99,000 compounds, 0.39% hits; AID 1048; in the data active = TR-FRET ratio above about 2000; also: inactives centre near 1600; reference of the scale not given here
SRC1 TRFRET art = flags TR-FRET format artefacts in PPARgamma SRC-1 recruitment agonist screen | TR-FRET detection artefact counter-screen, emission ratio; hits give high values | TR-FRET ratio at 8 µM | 99,000 compounds, 0.34% hits | AID 1051; in the data active = TR-FRET ratio above about 2300; also: inactives centre near 1800; reference of the scale not given here
* hit, by the source's call. Only part of the results is shown; the hit share may differ from the screen's.

Every second line gives: SRC1 TRFRET art, SRC3 TRFRET art
C#CCNC(=O)C1=C[C@H](C(C)(C)C)C[C@H](OCc2ccc(CO)cc2)O1
    1690, 1460
O=C(CCn1cnnn1)Nc1ccc(Cl)c(Cl)c1
    2021, 1586
CCn1c(SCC(=O)NNC(=O)c2ccc(OC)cc2)nnc1-c1ccco1
    1779, 1346
C/C(=N\NC(=O)c1ccccc1NC(=O)c1ccc(Cl)cc1)c1ccncc1
    1739, 1469
CCn1ncc(-c2cc(C(=O)O)no2)c1C
    1769, 1690
Cc1ccc(CC2S/C(=C(/C#N)C(=O)N3CCOCC3)N(c3ccccc3)C2=O)cc1 (centres undefined)
    1857, 1602
COc1ccc(Cn2ccnc2CO)cc1[N+](=O)[O-]
    1744, 1833
O=C(Nc1cccs1)Nc1c(F)c(F)cc(F)c1F
    1756, 1463
CN(CCc1cn[nH]c1)Cc1nc(Cc2ccccc2F)no1
    1646, 1688
N#Cc1ccccc1NC(=O)CC1c2ccccc2Oc2ccccc21
    1668, 1691
CCCCN1C(=O)c2ccc(C(=O)Nc3ccccc3N3CCOCC3)cc2C1=O
    1480, 1384
COc1cc(S(=O)(=O)Nc2ccc(Br)cc2)ccc1N
    1923, 1578
COc1ccc(C2=NN(C(=O)CN3CCCCC3)C(c3ccc(C)cc3)C2)cc1 (centres undefined)
    1708, 1434
C=CCNc1nc(Cl)ncc1F
    1825, 1443
COC(=O)c1sccc1NC(=O)CSc1ccccc1N
    2082, 1645
CCOP(=O)(OCC)C(NC(=O)Nc1ccccc1)C(N)=O (centres undefined)
    1846, 1659
COc1ccc(CCNC(=O)c2c(C)nc3ccccn23)cc1OC
    1685, 1624
CCOc1ccc(C(=O)NCC(=O)OCc2c(C)noc2C)cc1OCC
    2017, 1412
CCNC(=O)N1CCCC(C(=O)c2ccc(OC)c(OC)c2)C1 (centres undefined)
    1520, 1585
Cc1cc(C)c(NC(=S)N(Cc2cccnc2)Cc2ccco2)c(C)c1
    1740, 1554
O=C(CSc1nnc(-c2ccccc2Br)o1)Nc1nncs1
    1686, 1653
COc1ccc(-c2csc(NC(=O)CSc3n[nH]c(N)n3)n2)cc1
    1979, 1585
O=C(Cn1c2ccccc2c(=O)c2ccccc21)Nc1cccc(F)c1
    1626, 1575
C=C(C)CNC(=S)N/N=C/c1ccccc1OCC(=O)O
    1619, 1420
CC(=O)N1CCN(c2cc3c(cc2F)c(=O)c(C(=O)O)cn3C2CC2)CC1
    1667, 1643
CC(C)CN1C(=O)c2ccc(NC(=O)c3ccco3)cc2C1=O
    1681, 1649
Cc1cc(/C=C(/C#N)c2nc3ccccc3[nH]2)c(C)n1-c1cc(C(=O)O)cc(C(=O)O)c1
    1866, 1582
Cc1noc(C)c1CCC(=O)N1CCCC(CCC(=O)NCc2ccc(F)c(F)c2)C1 (centres undefined)
    1728, 1780
Cc1n[nH]c(C)c1CCNCc1ccc(OCC(O)CN2CCCCC2)cc1 (centres undefined)
    1686, 1663
CCOC(=O)c1ccc(COc2ccc(C(C)C)cc2)o1
    2049, 1589

Arranged by SMILES length (largest number first): some entries from above.
Every second line gives: SRC1 TRFRET art, SRC3 TRFRET art
Cc1noc(C)c1CCC(=O)N1CCCC(CCC(=O)NCc2ccc(F)c(F)c2)C1 (centres undefined)
    1728, 1780
Cc1cc(C)c(NC(=S)N(Cc2cccnc2)Cc2ccco2)c(C)c1
    1740, 1554
O=C(Cn1c2ccccc2c(=O)c2ccccc21)Nc1cccc(F)c1
    1626, 1575
CCOC(=O)c1ccc(COc2ccc(C(C)C)cc2)o1
    2049, 1589

(further entries)
Every second line gives: SRC1 TRFRET art, SRC3 TRFRET art
O=C(COc1ncnc2ccccc12)Nc1cccc(S(=O)(=O)N2CCOCC2)c1
    1795, 1679
COc1ccc(C(C)NC(=O)c2ccc([N+](=O)[O-])cc2)cc1OC (centres undefined)
    1674, 1437
O=C1CCN1C1(C(=O)NC2CCCCC2)CCCC1
    1973, 1475
O=C(C[n+]1cccc(CO)c1)Nc1nc2ccccc2s1
    1741, 1720
NC(=NCCc1c[nH]c2ccccc12)NS(=O)(=O)c1ccc(F)cc1
    1763, 1529
CCn1c(=O)c([N+](=O)[O-])c(N2CCOCC2)c2ccccc21
    1779, 1566
CC(C)(C)NS(=O)(=O)c1ccc(OCC(=O)NCc2ccco2)cc1
    1698, 1593
COc1ccc(-n2c(CCc3ccccc3)nnc2SCC(=O)c2ccc(Cl)cc2)cc1
    1786, 1547
Cc1ccc(SCC(=O)n2nc(C)cc2C)cc1
    1815, 1585
COc1cc2c(cc1OC)C(c1ccccc1)=NCC2
    1877, 1611
O=C(COc1ccccc1C(=O)Nc1ccccc1)c1ccc(F)cc1
    1722, 1563
COC(=O)c1sc(NC(=O)c2ccco2)nc1C
    1870, 1577
COc1cc(NC(C(=O)Nc2cccc(C(C)=O)c2)c2ccccc2)cc(OC)c1OC (centres undefined)
    1872, 1543
Cc1ccc(NCC(=O)c2ccc([N+](=O)[O-])cc2)cc1
    1621, 1753
COc1cccc2sc(NN)nc12
    1733, 1406
Cc1nn(CC(=O)OCC(=O)NC(C)c2ccccc2)c(C)c1[N+](=O)[O-] (centres undefined)
    1678, 1554
COc1cccc(C2=CC(c3cc(OC)ccc3OC)n3nnnc3N2)c1 (centres undefined)
    1616, 1533
O=C(CNc1cccc(C(F)(F)F)c1)N/N=C/c1cccc(Br)c1
    1864, 1417
CCOC(=O)N1CCN(C(=O)C2CCN(S(=O)(=O)c3ccc(OC)cc3)CC2)CC1
    1588, 1428
CC1CC(C)CN(C(=O)c2ccc(NC(=O)c3ccc(=O)[nH]c3)cc2)C1 (centres undefined)
    1858, 1581
Nn1cc(-c2ccccc2)nc1SCC(=O)NCCc1ccccc1
    1834, 1612
Cc1csc(SCC(=O)NC(C)c2ccc(F)cc2)n1 (centres undefined)
    1745, 1612
CC(CCc1ccccc1)NC(=O)CSc1ccccc1 (centres undefined)
    1885, 1551
Cc1cccc(NC(=O)C2CCN(S(=O)(=O)c3cccc4nsnc34)CC2)c1
    1986, 1705
C=CCn1c(C(C)(C)C)nc2ccccc21
    1695, 1836
CCOC(=O)c1sc(=NC(=O)c2ccccc2)n(C)c1C
    2795*, 2902*
O=C(NC(=S)Nn1cnc2c(cnn2-c2ccccc2)c1=O)c1ccccc1
    1961, 1649
O=C(C1=C[C@@H](c2ccc(Br)cc2)C[C@@H](OCCCCO)O1)N1CCN(Cc2ccccc2)CC1
    1483, 1532
COc1ccccc1-c1nnc(SCCN2CCOCC2)n1-c1ccc(C)cc1
    1956, 1532
COc1cc(/C=N/NC(=O)CCn2nnc3ccccc32)ccc1O
    1878, 1685
O=C(CNS(=O)(=O)/C=C/c1ccccc1)OC1CCOC1=O (centres undefined)
    1549, 1422
CCCCNC(=O)CSc1nc(COc2ccccc2)nc2ccccc12
    1894, 1450
Cc1cc(C)c2ccc3c(C)c(C)n(C)c3c2n1
    1957, 1891
Cc1ccnc(NC(=O)C(C)n2cc([N+](=O)[O-])cn2)c1 (centres undefined)
    1437, 1592
CC(=O)N1CCN(c2ccc(NC(=S)NC(=O)COc3ccc(C(C)(C)C)cc3)cc2)CC1
    1530, 1412
Cc1cc(=O)[nH]c(SCC(=O)Nc2ccc(F)c([N+](=O)[O-])c2)n1
    2004, 1730
CCOC(=O)c1ccc(NC(=O)c2ccccc2C)cc1
    1472, 1677
Cc1ccc2cc(C=O)c(Cl)nc2c1
    1787, 1612
C=CCN1C(=O)C(CC(=O)Nc2ccc(OCC)cc2)N(Cc2ccccn2)C1=S (centres undefined)
    1663, 1520
CC(=O)[C@@H]1[C@@H]2C(=O)N(c3ccc(F)c(Cl)c3)C(=O)[C@@H]2C2c3ccccc3C=CN21 (some centres undefined)
    1730, 1490
Cc1cc(C(=O)NCc2cccnc2)no1
    1779, 1650
COc1ccc(Cn2c(O)c(C=Nc3ccccc3)c3ccccc3c2=O)cc1
    1870, 1677
CC1(C)Cc2nc3sc4c(N5CCCC5)nnnc4c3cc2CO1
    1797, 1700
COc1ccc(NC(=O)Cc2nnc(N)s2)cc1
    1858, 1648
Cc1cc(Br)ccc1OCCCCN1CCC(C)CC1
    1709, 1568

Random excerpt: 3 compounds from above, in no set order.
Every second line gives: SRC1 TRFRET art, SRC3 TRFRET art
CCCCNC(=O)CSc1nc(COc2ccccc2)nc2ccccc12
    1894, 1450
Cc1cc(=O)[nH]c(SCC(=O)Nc2ccc(F)c([N+](=O)[O-])c2)n1
    2004, 1730
Cc1cc(C(=O)NCc2cccnc2)no1
    1779, 1650

(cont.)
Every second line gives: SRC1 TRFRET art, SRC3 TRFRET art
COc1ccc(N2CCN(C(c3nnnn3C3CCCC3)C(C)C)CC2)cc1 (centres undefined)
    1688, 1464
CCN(c1ccccc1)S(=O)(=O)c1ccc(Cl)c(NC(=O)CSc2ncn[nH]2)c1
    1895, 1878
CS(=O)(=O)Nc1ccc(C(=O)N2CCc3ccccc3C2)cc1
    1559, 1418
COc1ccc(OC)c(NS(=O)(=O)c2ccc(Cl)nc2)c1
    1764, 1535
CC(C)NC(=O)CSc1c2c(nc3ccccc13)CCCC2
    2007, 1569
COc1ccc(C(c2nnnn2C2CCCCC2)N2CCN(C)CC2)c(OC)c1 (centres undefined)
    1930, 1446
COc1ccccc1C1c2c(C)nn(-c3ccccc3)c2NC(=O)C1NC(=O)c1ccccc1 (centres undefined)
    1759, 1518
CCOc1ccc(/C=C2/SC(=S)N(C(C(=O)O)c3ccccc3)C2=O)cc1OCC (centres undefined)
    1755, 1867
CCc1cccc(C)c1NC(=O)COC(=O)c1c2c(nc3ccccc13)/C(=C\c1cccs1)CCC2
    1913, 1626
N#Cc1c(NC(=O)C2CCCO2)sc2c1CCCCC2 (centres undefined)
    1887, 1622
CCNC(=O)NC(=O)C(C)OC(=O)c1ccc(-n2nc(SC)sc2=S)cc1 (centres undefined)
    1938, 1749
COc1ccc(C2CC(C(F)(F)F)n3nc(C(=O)NCc4c(C)nn(C)c4C)c(Cl)c3N2)cc1 (centres undefined)
    2020, 1687
CC1CCC(NC(=O)C2c3ccccc3C(=O)N2Cc2ccc3c(c2)OCO3)CC1 (centres undefined)
    1882, 1631
COc1ccc(S(=O)(=O)N(NC2=NS(=O)(=O)c3ccccc32)C(=O)C(C)C)cc1
    1879, 1556
CCn1c(C)cc(/C=C2\NC(=O)N(CC(=O)Nc3ccc(F)cc3)C2=O)c1C
    2342*, 1608
O=C(COc1ccc(S(=O)(=O)Nc2ccccc2)cc1)NCc1ccncc1
    1687, 1629
CCNC(=S)N1CCn2c(nc3ccccc32)C1
    1609, 1618
Cn1c(=O)c2c(SCC(=O)N3CCOCC3)nc(C3CCCCC3)nc2n(C)c1=O
    1978, 1433
COc1cc(CNCCc2ccc(S(N)(=O)=O)cc2)ccc1OCC(=O)NC(C)(C)C
    1848, 1649
CC1(C)CC(=O)C/C(=N/NC(=O)c2ccc(-c3ccccc3)cc2)C1
    1766, 1465
O=C(CC1SC(=Nc2ccccc2)N(CCCO)C1=O)Nc1ccc(Cl)cc1 (centres undefined)
    1737, 1544
C(=C\c1nc(-c2ccncc2)no1)/c1ccccc1
    1857, 1409
CCC(CC)NCC(O)COc1ccc(Br)cc1 (centres undefined)
    1682, 1294
Cc1cc(C)c(S(=O)(=O)NCC2CCC(C(=O)NCCCN3CCOCC3)CC2)c(C)c1 (centres undefined)
    1760, 1396
Cc1cc(NC(=O)CSc2nnc(C)c(=O)n2N)no1
    1832, 1528
Clc1ccc(CO/N=C2\CCCc3nonc32)c(Cl)c1
    2059, 1674
CC(=O)c1cc(F)ccc1OCC(=O)N1CCN(c2ccc(F)cc2)CC1
    1712, 1698
CCCCn1c(CNC(C)=O)nc2ccccc21
    1553, 1400
CC(=O)c1cc(C#N)c(N2CCCC2)nc1C
    1488, 1389
Cc1sc(NC(=O)c2ccco2)c(CN2CCCCC2)c1C
    1741, 1406
Cc1ccc(SCCC(=O)Nc2nccs2)cc1
    1580, 1557
C=CCOc1ccc(Br)cc1CNC(C)(C)C
    2008, 1516
CCOc1cc(/C=C2/SC(=S)N(CC3CCCO3)C2=O)ccc1O (centres undefined)
    2004, 1473
Cc1cc(=O)[nH]c(-n2ncc(C#N)c2N)n1
    1873, 1489
NC(=O)Cn1cnc2nc3n(c2c1=O)CCC3
    1652, 1325
COc1ccc(C(=O)/C=C/C(=O)N(CC(=O)NCCC(C)C)Cc2cccs2)c(O)c1
    1764, 1551
COc1ccc(CCNC(=O)C2CC(=O)N(CCc3ccc(C)cc3)C2)cc1OC (centres undefined)
    1749, 1538
Clc1ccc(-c2csc(-c3ccncc3)n2)cc1
    1948, 1524
O=C(O)CCC(=O)c1cccc2ccccc12
    1933, 1672
Cc1ccc(Cn2c(=O)c3ccccc3n3nc(C)cc23)cc1
    1763, 1527
Cc1ccc(C(C)C)c(OCCCNCc2cccnc2)c1
    1626, 1625
COc1ccc(C(=O)NCc2ccc(Cl)c(Cl)c2)cc1OC
    1698, 1570
O=C(/C=C/c1ccco1)NC(=S)Nc1cccc([N+](=O)[O-])c1
    1774, 1582
COc1ccc(C(=O)Nc2c(N)nc(SCC(=O)N3CCCCCC3)[nH]c2=O)cc1OC
    1767, 1219
CCc1ccc(Oc2nc([N+](=O)[O-])nn2C)cc1
    1736, 1550
N/C(=N\N=C/c1ccc(Br)cc1)N/N=C\c1ccc(Br)cc1
    1686, 1707
CCCCNC(=O)CSc1nc2ccccc2n1S(=O)(=O)c1ccc(Cl)cc1
    1668, 1560
CCOC(=O)c1oc2ccc(Cl)cc2c1NC(C)=O
    1793, 1696
CC(=O)Cn1c(CN2CCCCC2)nc2ccccc2c1=O
    1959, 1606
Cc1ccc(NC(=O)CSc2nc(N)c(-c3ccccc3)c(=O)[nH]2)cc1Cl
    1755, 1553
CCOC(=O)Nc1nn(-c2ccc(C)cc2)c(=O)c(C#N)c1C
    1754, 1658
